NCI-60 one-dose screen, 48 h, at 10 µM unless noted. Numbers give growth in % (100 = growth as untreated, 0 = no growth, -100 = all killed).
HOP-92: HOP-92 NSCLC cells | AID 1794738 | hit rate 6.3% among 71,000
M14: M14 melanoma | hit rate 6.2% among 80,000 | AID 1794745
RPMI-8226: RPMI-8226 leukemia cells. hit rate 7.5% among 77,000. AID 1794781
A549/ATCC: A549/ATCC NSCLC | hit rate 3.7% among 81,000 | AID 1794740
CCRF-CEM: CCRF-CEM leukemia. AID 1794778. hit rate 7% among 77,000
MDA-MB-435: MDA-MB-435 melanoma | hit rate 7.8% among 82,000
HOP-62: HOP-62 NSCLC. AID 1794735. hit rate 3.9% among 80,000
EKVX: EKVX NSCLC; AID 1794765; hit rate 3% among 71,000
Active calls of the source: *; . = no result given; ! = repeats disagree; [ ] = dose if it differs, or a comment. How the source made its calls: active means growth percent below 10; inactive means the rest.

SMILES	HOP-92	M14	RPMI-8226	A549/ATCC	CCRF-CEM	MDA-MB-435	HOP-62	EKVX
C=C1CCC2C3(C)COC(C)(C)OC3CCC2(C)C1C/C=C1/C(=O)OCC1Oc1ccccc1OC (stereo not drawn)	116	72	.	98	13	69	105	96
Cc1nn(-c2ccc(F)cc2)c2ncnc(Nc3ccc(NC(=O)Nc4cc(C(F)(F)F)ccc4F)cc3)c12	66	85	52	67	69	86	68	83
N#CC1=C(NC=O)Oc2c(ccc3ccccc23)C1c1ccccc1 (stereo not drawn)	43	10	19	36	.	-33*	21	68
COc1ccc(NC(=O)c2oc3ncccc3c2N)cc1	92	97	105	102	102	106	91	.
O=C(O)C1C[C@](O)(c2ccccc2Cl)[C@@H](c2ccccc2Cl)O1 (stereo partly drawn)	68	.	54	52	82	88	88	103
Cn1nc(NC(=O)C(F)(F)F)c2ncc(-c3ccc(Cl)cc3)nc21	76	109	72	90	101	112	74	29
CC(=O)Nc1ccc(/C=N/N2CCCCCC2)cc1	.	106	116	94	106	96	95	99
Cn1c(=O)c2c(nc(C3CC4C5CCC(C5)C4C3)n2C)n(C)c1=O (stereo not drawn)	71	108	81	84	89	.	99	86
NC(=O)N/N=C/c1ccc(Br)cc1O	87	105	104	102	92	113	98	86
COc1ccc(CNC(=O)C2=NOC(Cc3nc4ccccc4o3)C2)cc1 (stereo not drawn)	117	99	88	100	94	107	105	122
O=C(/C=C/c1cc(-c2cc3ccccc3o2)n(-c2ccccc2)n1)c1nc2ccccc2[nH]1	104	100	99	102	102	105	100	98
Cc1cc(O)c(C(C)C)cc1N=Cc1ccc(Cl)c(Cl)c1	87	100	86	92	82	105	80	98
Cc1ccc2nc3c(nc2c1)c1cc(I)ccc1n3CCN(C)C	37	16	22	13	33	14	31	31
O=C1OCC2=C1C(c1cccc(F)c1)c1cc3c(cc1N2CCO)CCC3 (stereo not drawn)	59	7.7*	23	17	5.3*	-37*	26	41
CC(=O)OC(OC(C)=O)c1ccccc1[N+](=O)[O-]	119	104	100	97	95	106	91	105
Cc1nc(-c2cc3ccccc3oc2=O)ccc1C(=O)/C=C/c1ccc(F)cc1	76	95	83	105	101	97	87	92
O=C(O)CSc1ccccc1	97	104	99	114	102	103	95	97
Nc1ccccc1SCc1cc2ccccc2[nH]c1=O	89	104	107	95	104	100	96	85
CCCCCCN=Cc1c(O)c(O)c(C(C)C)c2cc(C)c(-c3c(C)cc4c(C(C)C)c(O)c(O)c(C=NCCCCCC)c4c3O)c(O)c12	98	102	106	103	124	108	102	99
COc1cccc2c1OC1(Oc3c(cccc3OC)C=C1C)C(C)=C2	90	96	93	93	91	101	97	89
COc1ccc(C2=NN(c3ccccc3)C(c3ccc(OCc4ccc(Cl)cc4)c(OC)c3)C2)cc1OC (stereo not drawn)	109	100	106	99	101	96	98	99
NNc1nc2nc(-c3ccccc3)cc(-c3ccc(F)cc3)c2c(=O)[nH]1	83	106	92	106	97	113	88	96
Cc1ccc(S(=O)(=O)N2CCc3ccccc3CC2)cc1	72	81	42	72	.	101	98	22
Cc1ccc(C2CC(c3ccc(S(=O)(=O)NCCNc4nc(Nc5ccc(F)cc5)nc(N(C)C)n4)cc3)=Nc3c(N)nc(N)nc3N2)cc1 (stereo not drawn)	.	41	6.3*	68	18	55	88	63
COc1cccc(C2C(C#N)=C(N)Oc3cc4c(cc32)OCO4)c1 (stereo not drawn)	.	0.9*	24	21	17	-12*	23	48
c1ccc(COC(CN2CCOCC2)c2ccccc2)cc1 (stereo not drawn)	.	108	113	98	102	114	112	102
O=C(N/N=C/c1ccc(Cl)cc1)c1ccc(OCc2nc3ccc(Cl)cc3[nH]2)cc1	20	-14*	40	-60*	67	-16*	-42*	32
CC(C)C(=O)C(c1ccccn1)C(C)C (stereo not drawn)	.	103	92	98	89	108	114	106
CC(=O)Oc1ccccc1C(=O)N=C1[Se]CCCN1C(=O)c1ccccc1OC(C)=O	-10*	-10*	81	78	22	-19*	18	76
CC(C)COC(=O)N1CCCCC1C (stereo not drawn)	97	100	104	101	97	115	109	115
CC(O)(C(=O)O)C(c1ccccc1)c1ccccc1 (stereo not drawn)	102	106	101	93	104	112	110	114
CCOC(=O)c1c(NC(=S)Nc2ccccc2)n[nH]c1Nc1ccccc1	87	117	77	90	76	101	90	90
C=C(Cl)COC(=O)C(C)OC(C)=O (stereo not drawn)	81	94	104	101	107	99	105	97
CSc1ncc(C)c(Nc2ccc(Br)cc2)n1	79	109	90	89	88	108	94	63
Cc1cc(C)n(-c2nc(-c3ccco3)c(C#N)c(=O)[nH]2)n1	96	102	101	101	98	100	79	99
O=C1Nc2cccc3cccc(c23)NC1=O	.	94	79	105	94	126	95	99
CC(C)(C)c1ccc(S(=O)(=O)N[C@H]2CC[C@H]3[C@@H]4CCc5cc(O)c([N+](=O)[O-])cc5[C@H]4CC[C@]23C)cc1	.	79	67	48	.	80	.	.
COC(=O)/N=c1\cc(N2CC=CCC2)nc(N)n1O	104[100 µM]	106[100 µM]	104[100 µM]	102[100 µM]	102[100 µM]	103[100 µM]	99[100 µM]	70[100 µM]
COc1ccc2c(c1)c(-c1cc3nc(-c4cn(C)c5ncc(Br)cc45)cc(N)n3n1)cn2C	.	-74*	-0.8*	-5.0*	-29*	-67*	-21*	-52*
CCOC(=O)c1sc2nc(/C=C/c3cccc(OC)c3OC)[nH]c(=O)c2c1C	67	118	101	100	93	102	107	113
O=C(CSc1nnc(-c2cc(-c3ccc(Cl)cc3)nc3ccccc23)n1-c1ccccc1)Nc1ccc(Cl)cc1	111	109	102	96	99	102	114	95
FC(F)(F)c1ccc(-c2nc(-c3nc4ccc(Cl)cc4[nH]3)cc3c2[nH]c2ccccc23)cc1	76	74	56	66	82	85	93	.
Cc1cn(-c2cc(F)cc(NC(=O)c3ccc(C)c(Nc4nccc(-c5cccnc5)n4)c3)c2)cn1	-22*	60	.	19	46	.	.	.
COc1cc(/C=C2\SC(=S)N(NC(=O)CSc3nnc(Cc4ccccc4Nc4c(Cl)cccc4Cl)n3-c3ccccc3)C2=O)cc(OC)c1	93	100	94	97	101	97	109	92
CCOc1ccc(N=C(N)N=C(N)N)cc1	91	101	101	99	98	117	115	107
O=C(/C=C/c1cn(-c2ccccc2)nc1-c1ccc(Br)cc1)NNC(=O)Nc1ccc(Br)cc1	102	94	94	103	87	111	89	91
N=c1c2c(-c3ccccc3)c(-c3ccccc3)oc2ncn1NC(=O)c1ccc(Cl)cc1	105	87	81	95	67	97	98	100
COC(=O)[C@H]1Cc2c([nH]c3ccccc23)[C@@H](c2cccnc2)N1	84	107	101	106	99	100	116	97
CCCCn1c(NC(C)=O)c(S(=O)(=O)c2ccccc2)c2nc3ccccc3nc21	4.9*	106	107	97	78	106	173	96
O=C1Nc2c(ccc(Cl)c2Cl)/C1=C\c1ccc(C(F)(F)F)cc1	58	98	63	84	6.8*	95	87	55
O=C(NC(=O)N1CCN(C(=O)NC(=O)c2ccc(Br)cc2)CC1)c1ccc(Br)cc1	84	91	87	100	88	99	78	108
O=C1c2cccnc2-c2nccc3c2c1nc1cc(Br)ccc13	-73*	-77*	-22*	-81*	-4.5*	-94*	-86*	-81*!
COc1cc(/C=C2\CN(C)C/C(=C\c3cc(CN4CCOCC4)c(O)c(OC)c3)C2=O)cc(CN2CCOCC2)c1O	93	66	48	57	32	29	69	81
O=C1Nc2ccc(F)cc2/C1=C\c1c(-c2ccc(F)cc2)nc2ccccn12	109	102	99	102	83	62	91	83
CC(C)(C)OC(=O)CC[C@H](N)C(=O)O	89[20 µM]	100[20 µM]	109[20 µM]	100[20 µM]	106[20 µM]	101[20 µM]	95[20 µM]	103[20 µM]
COc1ccc(/C=c2\c(=O)n(-c3ccccc3)c3nn4c(n23)=NNC(C)=C(C(=O)c2ccccc2)C4c2ccc(OC)cc2)cc1 (stereo not drawn)	73	99	98	100	104	102	93	76
O=S(=O)(NCCCNc1nccc(-c2c(-c3ccccc3)nc3occn23)n1)c1ccc(Cl)cc1	94	71	71	66	75	64	95	89
Cc1ccccc1OCCSc1nc2ccc(NC(=O)c3ccccc3)cc2s1	67	74	63	89	70	66	108	.
CC(=O)N1N=C(c2ccc(-n3ccc(C(F)(F)F)n3)c(C)c2)CC1c1ccc[nH]1 (stereo not drawn)	133	96	78	96	90	98	98	94
CN=c1scc(-c2ccccc2)n1NC(=O)Cn1nc(-c2ccccc2)ccc1=O	109	108	86	108	95	105	105	85
Following part
SMILES	HOP-92	M14	RPMI-8226	A549/ATCC	CCRF-CEM	MDA-MB-435	HOP-62	EKVX
NN1C(c2ccccc2)=C(c2ccccc2)Nn2c1nc1c(cnn1-c1ccccc1)c2=O	107	113	112	108	109	109	96	98
Nc1cc(C(=O)O)cc(C(=O)O)c1	.	99	.	108	.	108	98	105
Cc1ccc(C(C)C)c(O)c1N=Cc1cc(Br)ccc1O	89	101	93	98	97	104	103	98
Cc1ccccc1N1CCN(C(=S)Cc2ccc3ccccc3c2)CC1	95	106	96	100	91	108	119	108
COC(=O)c1sccc1-c1cc(O)c(C(=O)Nc2ccccc2)s1	98	93	93	91	101	102	92	72
N#Cc1c(-c2c(Cl)cccc2Cl)nc(SCc2nnc(-c3ccc(Cl)cc3)o2)[nH]c1=O	88	92	94	80	90	110	66	90
Nc1nc2c(ncn2[C@H]2O[C@@H](CO)[C@H](O)[C@@H]2O)c(=O)[nH]1	132	111	.	96	107	108	106	106
Cc1cc(Oc2cnc(=O)[nH]c2)cs1	106	95	101	106	108	97	106	94
COC(CC=O)CC(C)CC(C)(C)C (stereo not drawn)	109	108	113	97	114	118	108	103
CC(=O)Nc1ccc2c(c1)Cc1c(F)cccc1-2	89	119	94	92	86	107	116	101
C[C@@]1(O)CCCC[C@H]1O	104	102	97	93	105	95	109	103
CNC(=O)Sc1cccc(C)c1	100	103	102	105	83	109	112	107
Cc1ccc(C(=O)CCCCC(=O)c2ccc(C)cc2)cc1	102	103	104	84	99	108	93	94
COc1ccc2[nH]c(O)c(/C=c3/ccc4c(c3)N=C(c3cc(OC)c(OC)c(OC)c3)N=4)c2c1	62	104	76	100	52	83	85	106
COc1ccc(-c2nc3sc(C4CC4)nn3c2/C=C2/C(=O)Nc3cc(Cl)ccc32)cc1	.	82	85	67	90	81	105	.
COc1ccc(C(=O)CSc2nccc(Nc3ccc(S(=O)(=O)Nc4ccccn4)cc3)n2)cc1	101	106	91	110	103	113	112	105
CCOC(=O)CC(=O)Cc1ccccc1	107	101	105	102	96	103	96	97
O=[N+]([O-])c1ccc(Oc2cccc(C(F)(F)F)c2)c([N+](=O)[O-])c1	.	9.6*	79	97	15	-17*	101	111
N#CC1(C#N)C2=C(CCCCC2)NC(c2cccs2)C1(C#N)C#N (stereo not drawn)	97	91	95	112	108	98	104	98
CC(C)Oc1ccc(/C=C2/NC(=O)NC2=O)cc1	120	98	93	106	84	100	110	94
NS(=O)(=O)c1ccc(Cn2c(SCC(=O)N/N=C/c3ccc(F)cc3)nc3ccccc3c2=O)cc1	138	110	100	102	104	102	93	87
CNC(=O)c1cnc(C)nc1-c1cc(C(C)(C)C)c(O)c(C(C)(C)C)c1	74	94	78	96	106	99	100	93
NC(Cn1ccc(=O)c(O)c1)C(=O)O (stereo not drawn)	92	105	127	105	124	104	.	100
COc1ccc(C2=NN(C(=O)c3cc(-c4ccc(Cl)cc4)nc4ccccc34)C(c3cc(-c4ccccc4)nn3-c3ccccc3)C2)cc1OC (stereo not drawn)	73	70	73	84	61	102	.	80
C[C@]12CC[C@@H]3c4ccc(O)cc4CC[C@H]3[C@@H]1CC[C@@H]2NS(=O)(=O)c1ccc2ccccc2c1	.	67	36	33	.	62	.	.

Structures listed so far that contain an aryl methoxy group, in the order listed:
SMILES	HOP-92	M14	RPMI-8226	A549/ATCC	CCRF-CEM	MDA-MB-435	HOP-62	EKVX
C=C1CCC2C3(C)COC(C)(C)OC3CCC2(C)C1C/C=C1/C(=O)OCC1Oc1ccccc1OC (stereo not drawn)	116	72	.	98	13	69	105	96
COc1ccc(NC(=O)c2oc3ncccc3c2N)cc1	92	97	105	102	102	106	91	.
COc1ccc(CNC(=O)C2=NOC(Cc3nc4ccccc4o3)C2)cc1 (stereo not drawn)	117	99	88	100	94	107	105	122
COc1cccc2c1OC1(Oc3c(cccc3OC)C=C1C)C(C)=C2	90	96	93	93	91	101	97	89
COc1ccc(C2=NN(c3ccccc3)C(c3ccc(OCc4ccc(Cl)cc4)c(OC)c3)C2)cc1OC (stereo not drawn)	109	100	106	99	101	96	98	99
COc1cccc(C2C(C#N)=C(N)Oc3cc4c(cc32)OCO4)c1 (stereo not drawn)	.	0.9*	24	21	17	-12*	23	48
COc1ccc2c(c1)c(-c1cc3nc(-c4cn(C)c5ncc(Br)cc45)cc(N)n3n1)cn2C	.	-74*	-0.8*	-5.0*	-29*	-67*	-21*	-52*
CCOC(=O)c1sc2nc(/C=C/c3cccc(OC)c3OC)[nH]c(=O)c2c1C	67	118	101	100	93	102	107	113
COc1cc(/C=C2\SC(=S)N(NC(=O)CSc3nnc(Cc4ccccc4Nc4c(Cl)cccc4Cl)n3-c3ccccc3)C2=O)cc(OC)c1	93	100	94	97	101	97	109	92
COc1cc(/C=C2\CN(C)C/C(=C\c3cc(CN4CCOCC4)c(O)c(OC)c3)C2=O)cc(CN2CCOCC2)c1O	93	66	48	57	32	29	69	81
COc1ccc(/C=c2\c(=O)n(-c3ccccc3)c3nn4c(n23)=NNC(C)=C(C(=O)c2ccccc2)C4c2ccc(OC)cc2)cc1 (stereo not drawn)	73	99	98	100	104	102	93	76
COc1ccc2[nH]c(O)c(/C=c3/ccc4c(c3)N=C(c3cc(OC)c(OC)c(OC)c3)N=4)c2c1	62	104	76	100	52	83	85	106
COc1ccc(-c2nc3sc(C4CC4)nn3c2/C=C2/C(=O)Nc3cc(Cl)ccc32)cc1	.	82	85	67	90	81	105	.
COc1ccc(C(=O)CSc2nccc(Nc3ccc(S(=O)(=O)Nc4ccccn4)cc3)n2)cc1	101	106	91	110	103	113	112	105
COc1ccc(C2=NN(C(=O)c3cc(-c4ccc(Cl)cc4)nc4ccccc34)C(c3cc(-c4ccccc4)nn3-c3ccccc3)C2)cc1OC (stereo not drawn)	73	70	73	84	61	102	.	80

Source: PubChem BioAssay
